HCV inh – inhibitors of hepatitis C virus infection. Potency, µM (doses to about 41.8 µM), for the others: at the highest dose activity change, negative = inhibition, actives largely listed as inhibitors. Huh7.5.1 HCVcc-Cre infection, luciferase reporter, 44 h. AID 651820. hit rate 3.4% among 340,000
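Whole-lifecycle infectious HCVcc-Cre system; cells 1,000/well, compound then virus (~0.5 moi) added 4 h after plating, 44 h culture. Luciferase read 15 sec following 15 min substrate incubation, room temp.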
LmPK inh – LmPK (Leishmania mexicana) enzyme inhibition | Q27686 | purified LmPK, Kinase-Glo ATP luminescence, 1 h | Potency, µM (series often up to 57.5 µM), for inactives: top-dose activity change, negative = inhibition, actives largely listed as inhibitors | hit rate 0.37% among 290,000
Target sequence (Q27686 whole entry, looked up): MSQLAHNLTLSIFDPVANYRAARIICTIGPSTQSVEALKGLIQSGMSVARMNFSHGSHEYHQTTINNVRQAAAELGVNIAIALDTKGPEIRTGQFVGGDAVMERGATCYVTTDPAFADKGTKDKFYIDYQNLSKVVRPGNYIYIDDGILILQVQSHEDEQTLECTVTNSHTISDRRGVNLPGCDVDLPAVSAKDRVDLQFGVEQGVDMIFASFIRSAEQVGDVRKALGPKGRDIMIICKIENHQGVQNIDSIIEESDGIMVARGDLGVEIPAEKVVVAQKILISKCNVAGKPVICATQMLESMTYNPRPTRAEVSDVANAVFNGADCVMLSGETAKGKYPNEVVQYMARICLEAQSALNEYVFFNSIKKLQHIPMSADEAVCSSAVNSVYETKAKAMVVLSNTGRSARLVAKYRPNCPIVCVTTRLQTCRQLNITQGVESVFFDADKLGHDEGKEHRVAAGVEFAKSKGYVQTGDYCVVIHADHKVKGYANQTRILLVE
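In 50 mM imidazole pH 7.2 with 7 mM MgCl2, LmPK (0.1 nM) turned over PEP (0.5 mM) and ADP (0.1 mM) for 1 h at room temperature. Luciferase read-out of ATP.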
TbPYK inhibitor – blocks Trypanosoma brucei pyruvate kinase; Q57TT1; TbPYK enzyme, Kinase-Glo Plus ATP luminescence, 45 min; Potency, µM (top dose mostly 76.8 µM), for the others: at the top dose activity, negative = inhibition, actives largely listed as inhibitors; hit rate 0.12% among 410,000; note: nearly all actives have a fitted effect of over 50% in size
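Readout: single end-point luminescence (Kinase-Glo Plus, 10 min). Reaction conditions were TbPYK/substrate plus 130 uM ADP, 45 min at RT, pH 7.2 TEA buffer. No-enzyme wells served as controls, and data were normalized before concentration-response fitting.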
Sm TGR block – inhibitors of Schistosoma mansoni thioredoxin glutathione reductase; Q962Y6; purified TGR, DTNB reduction, TNB absorbance 405 nm; Potency, µM (highest dose often 114 µM), without a hit: at the top dose activity change, negative = inhibition, hits mostly inhibitors; hit rate 3% among 360,000; note: nearly all actives have a fitted effect of over 60% in size
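Kinetic colorimetric format: TGR-catalysed, NADPH-driven DTNB reduction monitored via TNB absorbance. Enzyme dispensed at 20 nM; compound exposure 15 min at room temperature before reaction start.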
Pf growth 48h – P. falciparum growth inhibition at 48 hours (one generation). P. falciparum luciferase growth in erythrocytes, 48 h. Potency, µM (titrated, usually from 28.7 µM), inactives show at the highest dose activity change, negative = inhibition, hits mostly inhibitors. hit rate 5.9% among 310,000
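Read-out is firefly luciferase luminescence from an integrated reporter in P. falciparum, so falling signal marks reduced parasite growth. Infected erythrocytes were at 2% hematocrit and 0.1% parasitemia (final) in Albumax-supplemented RPMI 1640.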
Pf growth 96h – P. falciparum growth inhibition at 96 hours; AID 504834; P. falciparum luciferase reporter growth, 96 h; Potency, µM (series often up to 28.7 µM), for the others: top-dose activity change, negative = inhibition, most hits filed as inhibitors; hit rate 6.9% among 320,000
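96 h incubation, 37 C, 5% CO2, of luciferase-reporter P. falciparum-infected RBCs (2% hematocrit, 0.05% parasitemia final) with test compounds; endpoint luminescence.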
Numbers without * were called inactive; ? = inconclusive; . = not tested or not shown; & = joins results of further samples; [ ] = dose if it differs, or a comment. Calls come from the whole dose curve; as a rule, active = well fitted curve in the direction sought with a large enough effect; inconclusive = small, poorly fitted or top-dose-only effect, or another doubt; inactive = no such curve, though single readings can be large; an effect the other way counts as inactive or inconclusive. % is set by controls: 0 for no effect and ±100 for the full control effect; potency is the fitted concentration of half-maximal effect.

SMILES	HCV inh	LmPK inh	TbPYK inhibitor	Sm TGR block	Pf growth 48h	Pf growth 96h
COc1ccccc1OCC(=O)NC1CCSc2ccccc21 (centres undefined)	-6%	.	2%	3%	?	?
CC(C)(C)c1[nH]nc2c1C(c1ccncc1)C(C#N)=C(N)O2 (centres undefined)	-21%	-4%	3%	?	-14%	.
O=C(NCCc1c[nH]c2ccccc12)C(F)(F)C(F)F	21%	6%	-1%	9%	-1%	?
CCC(C)(C)C1CCc2c(sc(NC(=O)c3ccoc3C)c2C(N)=O)C1 (centres undefined)	10%	7%	-8%	6%	-6%	.
CCOC(=O)N1CCN(C(=O)CSc2nnc(Cc3ccccc3)o2)CC1	?	2%	-1%	2%	10%	?
CCCn1c(N2CCN(C(=O)N3CCCCC3)CC2)nc2ccccc21	-11%	1%	1%	-1%	-16%	-19%
Cc1[nH]c2ccccc2c1CCO	2%	-3%	-3%	-14%	-8%	3%
CCOc1ccc(NC(=O)C2CCN(C(=O)NCc3ccccc3)CC2)cc1	5%	11%	-6%	-1%[11.4 µM]	.	?
O=C(c1ccc(N2CCN(C(=O)c3ccccc3Br)CC2)cc1)c1cccc(F)c1	?	-9%	6%	4%	?	9.3µM*
CC(=O)c1ccc(Nc2nc(C)cc(C)n2)cc1	9%	3%	-14%	-3%	107%[activator]	?
COc1ccc(N(C(=O)c2ccco2)C(C(=O)NC2CCCC2)c2cccs2)cc1OC (centres undefined)	-21%	-1%	-3%	-6%	?	-2%
CCCc1nc2ccccc2c(=O)n1N	17%	-6%	4%	4%	.	-31%
O=C(CSc1nc2ccccc2o1)N/N=C/c1ccco1	?	-4%	4%	-24%	134%[activator]	134%[activator]
Nc1c(-c2ccc(Cl)cc2)cnn1-c1cc(C(F)(F)F)cc(C(F)(F)F)c1	-21%	-5%	2%	13%	-15%	-14%
CCS(=O)(=O)Nc1cc(C(=O)O)ccc1C	14%	0%	-12%	-2%	-30%[1.15 µM]	21%
CCN1CCN(c2ccc(S(=O)(=O)N3CCOCC3)cc2NC(=O)/C=C/c2ccc(OC)cc2OC)CC1	8%	.	-3%	-1%	10µM*	?
CCOc1ccc(CCNC(=O)Cn2ccc3ccccc3c2=O)cc1OCC	-7%	-2%	1%	14%	-14%	?
CC(=O)NC(c1ccccc1)c1cc(Cl)c2cccnc2c1O (centres undefined)	10µM*	3%	-7%	-23%	0.83µM*	?
CCCCN(C(=O)CCC(=O)Nc1cc(C)on1)C(C(=O)NC1CCCC1)c1ccccc1OCC (centres undefined)	8%	2%	7%	16%	15µM*	16%
N/C(=N\OC(=O)c1ccc(F)cc1)c1nonc1N	-5%	14µM*	?	7%	21%	25%
COc1cc(NC(=O)CN(C)S(=O)(=O)c2ccc(-c3ccc(=O)[nH]n3)s2)cc(OC)c1	11%	0%	-1%	32µM*	?	38%
COc1cc(OC)cc(N2CCN(S(=O)(=O)c3ccc(-n4cnnn4)cc3)CC2)c1	11%	7%	0%&0%	-12%&1%	18%	?
COc1cccc(CC2(CO)CCCN(Cc3cc(F)ccc3-n3cccn3)C2)c1 (centres undefined)	?	5%	6%	-4%	13µM*	36%[activator]
Cc1ccc(N2CC(C(=O)Nc3ccc(S(=O)(=O)N4CCCC4)cc3)CC2=O)cc1C (centres undefined)	0%	1%	-3%	-4%	?	49%[activator]
CCCCN(C)S(=O)(=O)c1ccc(C(=O)N=c2sc3cc(NC(C)=O)ccc3n2C)cc1	23%	0%	0%	-1%	-1%	0%
CCCCn1c2c(c(=N)c3c1CCC3)CCC2	?	0%	-9%	-2%	0.15µM*	0.033µM*
CN(C)S(=O)(=O)c1ccc(C(=O)NCC(=O)N/N=C/c2ccco2)cc1	11%	-1%	-4%	-9%	0%	1%
CC(C)(C)c1ccc(/C=C/C(=O)N2CCOCC2)cc1	13%	4%	-2%	-3%	244%[activator]	56%[activator]
COC(=O)c1ccc(CN(Cc2ccc(C(=O)OC)o2)C(C)(C)C)o1	16%	2%	-3%	5%	-14%	-4%
CCCCN(CC)CCNC(=O)c1cc2c(=O)n(C)c3ccccc3c2s1	?	-5%	0%	0%	?	?
COC(=O)c1ccc(C23CC4(C2)[C@H](CN(C)[C@@H]4c2ccccc2)C3c2ccc(C(F)(F)F)cc2)cc1 (some centres undefined)	38%[activator]	-1%	-1%	-10%	10µM*	?
CCc1nnc(NC(=O)c2cc(-c3ccccn3)nc3ccc(Br)cc23)s1	0%	-6%	-11%	3%	32%[activator]	?
CCc1ccc(-c2cc3c(=O)n(CC(=O)NCCCN4CCC(Cc5ccccc5)CC4)nc(C)n3n2)cc1	?	2%	2%	-1%	?	?
CC(=O)N1CCOc2ccc(S(=O)(=O)Nc3ccc(Cl)cn3)cc21	10%	-4%	-2%	5%	0%	?
COc1cc(C(=O)NCC(=O)NCC(c2ccco2)N2CCCCC2)cc(OC)c1OC (centres undefined)	0%	.	-4%	-3%	?	3.3µM*
COc1ccc(N2CC(C(=O)Nc3cc(C(F)(F)F)ccc3N3CCCC3)CC2=O)c(OC)c1 (centres undefined)	?	.	-3%	-4%	?	4%
Cc1cccc(C(=O)OCC(=O)N(CC(C)C)c2c(N)n(Cc3ccccc3)c(=O)[nH]c2=O)c1O	11%	.	-4%	-9%	-3%	11%
O=C(C1CCC1)N1CCc2cc(S(=O)(=O)N3CCN(c4ccccn4)CC3)ccc21	?	-5%	-7%	-8%	10µM*	-2%
COc1cc(NS(=O)(=O)c2c(C)[nH]c(C)c2C(=O)N2CCCCC2)cc(OC)c1OC	18%	0%	2%	5%	?	8%
O=C(CSc1nnc(NC(=O)c2ccco2)s1)Nc1ccccc1F	15%	-7%	3%	19%	32%[1.15 µM]	49%[activator]
O=C(Nc1ccccc1F)c1ccc(Cn2cc(Cl)cn2)cc1	-8%	-7%	2%	10%[57.1 µM]	44%[activator]	19%
COc1ccc(S(=O)(=O)N2CCC(NC(=O)C(Cc3cccc(OC)c3OC)NC(C)=O)CC2)cc1 (centres undefined)	12%	-3%	-19%	-24%	9%	-19%
CCOc1cc(NC(=S)NCCCN(C)C)c(OCC)cc1NC(=O)c1cccs1	?	-4%	-9%	3%	?	-14%
CCCCCCCN1C=CC(=O)CC1	16%	-3%	2%	27%	?	73%[activator]
COc1cccc(OCCCCSc2ncccn2)c1	12%	2%	-18%	-28%	42%[activator]	?
CN1CCN(S(=O)(=O)c2ccc(C#N)cc2)C(c2ccccc2)C1 (centres undefined)	5%	.	-5%	-8%	2%	-17%
Cc1cc(=O)n2nc(N3CCCC(C(=O)N4CCc5ccccc54)C3)sc2n1 (centres undefined)	1%	-2%	-4%	-4%	-27%	?
N/C(=N\OC(=O)c1cccc2ccccc12)c1ccccn1	?	-20%	-9%	5%	-9%	-9%
CN(C)CCCN1C(=O)c2oc3ccccc3c(=O)c2C1c1cccs1 (centres undefined)	-20%&1%	-3%	-14%	?	?	-19%[5.75 µM]
CCC(CC)C(=O)Nc1c2c(nn1-c1ccc(OC)cc1)CS(=O)(=O)C2	-1%	0%	7%	0%	-4%	120%[activator]
Cc1cc(C)[n+](-c2ccc(Oc3ccccc3)c(S(=O)(=O)[O-])c2)[nH]1	7%	0%	-24%	42%[activator]	17%	25%
COc1ccc(CN2CC=C(c3ccc(F)cc3)CC2)cc1Br	-16%	2%	2%	7%	0%	-3%
C=CCn1c(SCC(=O)Nc2ccccc2C)nnc1-c1ccncc1	2%	3%	-3%	10%	6%	.
O=C(O)CCC(=O)Nc1ccc(C(=O)OC2CCCCC2)cc1	7%	5%	6%	?	.	10%
CCN(CC)c1nc2ccccc2c(N)c1-c1ccccc1	?	-1%	2%	7%	15µM*	-3%
O=C(CCc1ccccc1)Nc1nnc(-c2ccc3c(c2)CCCC3)o1	-8%	9%	-5%	-27%	.	72%[activator]
COc1ccc(F)cc1C(=O)C1CCCN(Cc2ccc(O)cc2)C1 (centres undefined)	6%	1%	2%	0%	?	?
CCC1CCc2sc(C(=O)N(C)CC(=O)Nc3ccc(N4CCOCC4)cc3)cc2C1 (centres undefined)	-1%	.	0%	-3%	?	?
NC(=O)CC(NC(=O)Cc1cccc2ccccc12)c1ccc(NCc2ccccc2)c([N+](=O)[O-])c1 (centres undefined)	0%	2%	2%	6%	2%	8%
CC(NCc1ccccc1Cl)C(=O)Nc1ccc(C#N)cc1 (centres undefined)	6%	7%	-4%	12%	15%	2%

Some of the entries so far, with values under each structure.
Values in the order – HCV inh, LmPK inh, TbPYK inhibitor, Sm TGR block, Pf growth 48h, Pf growth 96h
O=C(CSc1nc2ccccc2o1)N/N=C/c1ccco1
→ ?, -4%, 4%, -24%, 134%[activator], 134%[activator]
CCCCN(CC)CCNC(=O)c1cc2c(=O)n(C)c3ccccc3c2s1
→ ?, -5%, 0%, 0%, ?, ?
CCCCCCCN1C=CC(=O)CC1
→ 16%, -3%, 2%, 27%, ?, 73%[activator]
CC(=O)N1CCOc2ccc(S(=O)(=O)Nc3ccc(Cl)cn3)cc21
→ 10%, -4%, -2%, 5%, 0%, ?
CCOc1ccc(CCNC(=O)Cn2ccc3ccccc3c2=O)cc1OCC
→ -7%, -2%, 1%, 14%, -14%, ?
Cc1cccc(C(=O)OCC(=O)N(CC(C)C)c2c(N)n(Cc3ccccc3)c(=O)[nH]c2=O)c1O
→ 11%, ., -4%, -9%, -3%, 11%
Cc1cc(C)[n+](-c2ccc(Oc3ccccc3)c(S(=O)(=O)[O-])c2)[nH]1
→ 7%, 0%, -24%, 42%[activator], 17%, 25%

Next section.
SMILES	HCV inh	LmPK inh	TbPYK inhibitor	Sm TGR block	Pf growth 48h	Pf growth 96h
CCCCN(CCCC)c1ccc(C(=O)c2ccccc2C(=O)O)c(O)c1	-9%	2%	2%	-12%	?	9%
c1ccc(CSC2=NCCCN2)cc1	7%	0%	0%	0%	.	32%[activator]
O=C(O)c1cc2c(ccc3ccccc32)o1	4%	-2%	1%	-1%	?	-1%
Cc1nn(CC(=O)NCCc2ccccc2)c(C)c1[N+](=O)[O-]	9%	1%	-2%	-20%	26%	33%[activator]
CCN(CC(=O)N1CCOCC1)S(=O)(=O)c1ccc(C)cc1	11%	-3%	-3%	12%	4%	269%[activator]
COc1ccccc1N1CCN(C(=O)c2cc(-c3cccs3)on2)CC1	-2%	0%	3%	7%	-11%	3%
COc1ccc(NC(=O)CSc2nc3ccsc3c(=O)n2Cc2ccccn2)c(OC)c1	?	2%	-11%	-10%	40%[activator]	42%[activator]
CC(=O)Cc1ccc(OC(C)C)cc1	21%	6%	1%	-2%	35%[activator]	31%[activator]
CC(C)(C)OC(=O)N[C@@H](Cc1ccccc1)c1nnc(SCC(N)=O)o1	10%	-1%	2%	9%	-14%	-12%
COc1ccc(CC(=O)NCc2n[nH]c(=S)n2-c2cccc(Cl)c2)cc1	2%	1%	?	-10%	-25%	5%
O=C(Nc1cccnc1Cl)c1cc2ccccc2o1	11%	-12%	3%	-14%	.	314%[activator]
Cc1csc(NC(=O)[C@@H](NC(=O)c2ccccc2)C(C)C)n1	17%	-1%	-1%	-14%	7%	-13%
CCc1nnc(NS(=O)(=O)c2ccc(NCc3ccccc3O)cc2)s1	24%	3%	-5%	4%	18%	3.3µM*
O=S(=O)(Nc1ccncc1Cl)c1cc(Cl)ccc1Cl	3%	1%	-2%	-1%	-2%	22%
CC1(C)C(=O)NC(=O)N1Cc1ccccc1	-3%	.	3%	7%	-2%	61%[activator]

3 entries out of the list, arranged by formula weight, rising.
SMILES	HCV inh	LmPK inh	TbPYK inhibitor	Sm TGR block	Pf growth 48h	Pf growth 96h
CC(C)(C)c1ccc(/C=C/C(=O)N2CCOCC2)cc1	13%	4%	-2%	-3%	244%[activator]	56%[activator]
CCC1CCc2sc(C(=O)N(C)CC(=O)Nc3ccc(N4CCOCC4)cc3)cc2C1 (centres undefined)	-1%	.	0%	-3%	?	?
CCOc1cc(NC(=S)NCCCN(C)C)c(OCC)cc1NC(=O)c1cccs1	?	-4%	-9%	3%	?	-14%

Screens from PubChem.
